# Screening data (PubChem)
# TNF necrop inh: TNF-alpha cell death inhibition in Jurkat FADD-/- cells; activation (protection from cell death), % at 10 µM; 220,000 compounds, 0.068% hits; Jurkat FADD-/- TNF necroptosis rescue, ATP luminescence, 24 h; 0 = TNF only, 100 = no-TNF cells; AID 463075;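 active means activation, meaning protection from cell death, of at least 50% relative to plate controls; inactive means activation below 50%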;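 further: necroptosis triggered by 40 ng/mL TNF-alpha added together with compound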
# Cl transport mod: modulators of human KCC2 chloride dependent transport. Q9H2X9. KCC2 cells, thallium flux FluoZin-2 fluorescence. B-score of Tl+ flux slope (higher = more flux/activation; lower = inhibition) at 10 µM. 190,000 compounds, 2.2% hits;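 active means thallium flux slope and its plate-corrected score both differing from the plate sample mean at a set confidence after two filtering rounds, in either direction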;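 further: slope of fluorescence scaled to starting intensity during 10 to 20 s after thallium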
# hK5 inh: blocks human kallikrein 5 protease activity. Q9Y337. recombinant hK5, fluorogenic AMC substrate cleavage. inhibition, % at 5 µM. 210,000 compounds, 0.59% hits. AID 873;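 active means inhibition of 40% or more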;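 further: 0% = enzyme controls without compound and 100% = no-enzyme blanks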
# Hck-Nef inh: blocks Nef-activated human Hck kinase. Recombinant Hck-YEEI plus Nef, Z-Lyte FRET kinase assay. inhibition, % at 20 µM. 220,000 compounds, 0.68% hits;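 active means Hck-Nef kinase inhibition above about 50%, limit read from the data; inactive means inhibition below that limit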;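 further: 0% = DMSO with Hck plus Nef and 100% = Hck alone without Nef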
# Target sequence (P08631 whole entry, looked up): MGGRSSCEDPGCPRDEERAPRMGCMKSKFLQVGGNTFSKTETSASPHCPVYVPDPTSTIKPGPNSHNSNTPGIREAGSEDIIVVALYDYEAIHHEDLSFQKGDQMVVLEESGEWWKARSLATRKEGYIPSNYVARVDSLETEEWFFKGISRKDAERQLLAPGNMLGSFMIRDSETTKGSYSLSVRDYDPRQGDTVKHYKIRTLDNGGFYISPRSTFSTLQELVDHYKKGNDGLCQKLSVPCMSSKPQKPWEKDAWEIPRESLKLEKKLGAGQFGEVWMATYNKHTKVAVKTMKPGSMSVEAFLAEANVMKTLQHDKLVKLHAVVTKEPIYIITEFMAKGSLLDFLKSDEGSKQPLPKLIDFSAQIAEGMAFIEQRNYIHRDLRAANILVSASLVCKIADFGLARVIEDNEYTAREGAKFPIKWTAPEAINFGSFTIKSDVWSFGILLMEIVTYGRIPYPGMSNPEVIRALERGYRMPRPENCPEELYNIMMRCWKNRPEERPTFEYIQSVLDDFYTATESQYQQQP
# thrombin 1536: inhibitors of human thrombin | P00734 | alpha-thrombin, Boc-VPR-AMC fluorogenic substrate cleavage | inhibition, % at 5 µM | 220,000 compounds, 0.26% hits | AID 1046;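 active means inhibition at or above 40%; inactive means inhibition below 40%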;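 further: 0% = enzyme with no compound and 100% = wells without enzyme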
#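 System – human alpha-thrombin · Medium – pH 7.5 Tris (50 mM) with NaCl 150 mM, Tween 20 0.05% · Compound – single-point dosing at 5 µM, 0.2% DMSO · Incubation – enzyme reaction carried out at room temperature · Technique – fluorescence of released AMC, ex 355 nm, em 460 nm · Read-out basis – % inhibition of thrombin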
# FXIa inh: blocks human coagulation factor XIa protease activity. 220,000 compounds, 0.14% hits. AID 798. P03951. purified FXIa, Boc-Glu-Ala-Arg-AMC fluorogenic substrate. inhibition, % at 5 µM;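 active means inhibition of at least 40%; inactive means inhibition below 40%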;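 further: fluorescence of freed AMC excited at 355 nm; 0% = enzyme without compound and 100% = no enzyme blank; many of its hits are not listed in these tables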
# zVAD death inh: L929 zVAD cell death inhibition; L929 zVAD necroptosis rescue, ATP luminescence, 24 h; with zVAD 60 µM; viability rescue, % at 10 µM; 220,000 compounds, 0.38% hits; AID 1377;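 active means activation, scaled between plate controls, above about 75%, limit read from the data; inactive means activation under that limit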;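 further: 0% = zVAD with DMSO and 100% = DMSO alone without zVAD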
# FXIIa inh: inhibitors of human coagulation factor XIIa; purified FXIIa, Boc-QGR-AMC fluorogenic substrate, 2 h; inhibition, % at 5 µM; 220,000 compounds, 0.3% hits; AID 800; in the data active means inhibition above about 40%;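 further: 0% = enzyme with no compound and 100% = blank without enzyme; many of its hits are not listed in these tables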
# Rad51 HR inh: Rad51 (human) homologous recombination inhibition | AID 1385 | hRad51 DNA strand exchange, fluorescence dequenching | inhibition, % at 10 µM | 200,000 compounds, 0.085% hits;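 active means inhibition above 40% at the single screening dose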;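 further: 0% = DMSO control wells and 100% = blanks with heterologous ssDNA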
# Target sequence (Q06609 whole entry, looked up): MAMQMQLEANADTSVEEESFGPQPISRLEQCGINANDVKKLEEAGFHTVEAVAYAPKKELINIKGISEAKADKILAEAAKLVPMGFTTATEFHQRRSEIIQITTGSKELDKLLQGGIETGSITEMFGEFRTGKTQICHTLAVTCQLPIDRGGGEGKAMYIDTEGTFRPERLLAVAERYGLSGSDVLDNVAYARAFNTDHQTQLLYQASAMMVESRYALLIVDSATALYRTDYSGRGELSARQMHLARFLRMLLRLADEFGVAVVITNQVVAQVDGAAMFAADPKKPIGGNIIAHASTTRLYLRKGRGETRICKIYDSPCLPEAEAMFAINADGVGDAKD
#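 Test system – preformed human Rad51 ssDNA filaments · Reagent – Donor/quencher-labelled 47-bp dsDNA substrate · Incubation – 37 °C 15-min filament assembly, 30-min compound preincubation, 15-min exchange · Signal – FRET fluorescence dequenching, excitation 485 nm, emission 520 nm · Read-out – percent inhibition from fluorescence, normalised to plate control and blank means · Benchmarks – plate control and blank wells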
# The depositor's hits bear a star; / = no result given.
SMILES,TNF necrop inh,Cl transport mod,hK5 inh,Hck-Nef inh,thrombin 1536,FXIa inh,zVAD death inh,FXIIa inh,Rad51 HR inh
O=C(O)CCC(=O)Nc1ccc(OCC(=O)O)cc1,-0.7,0.14,-3,0,1,6,0.1,15,4
Cc1ccc(CNC(=O)Nc2ccc(C)cc2)cc1,3.1,/,-4,0,-4,1,1.2,4,/
CN(C)CCN1CC(C(=O)O)CC1=O (stereo not drawn),0.5,0.44,-2,2,-4,3,-0.1,18,-6
O=C(O)c1ccc(-c2nc(-c3ccccc3)cs2)cc1,-0.4,-1.9,-6,17,-8,-3,4.0,6,-2
COc1ccccc1-c1noc(-c2ccco2)n1,-0.3,-0.71,9,-3,3,15,/,7,-9
CCOc1ccccc1OCC(=O)OCC(=O)Nc1ncc(Cl)cc1Cl,-0.4,-2.1,19,1,5,-1,0.0,12,4
Cc1ccc(C2CC(c3cccc(Br)c3)Nc3nnnn32)cc1 (stereo not drawn),-2.1,-0.75,-6,7,-2,-3,0.4,9,-14
COc1ccc([N+](=O)[O-])cc1NS(=O)(=O)c1ccc(Cl)c(C(=O)Nc2sc3c(c2C#N)CCCCC3)c1,0.9,0.25,12,28,2,-3,-1.5,2,6
CCC(C)NS(=O)(=O)c1ccc(S(=O)(=O)N2CCCC3(CCCCC3)C2)cc1 (stereo not drawn),-2.8,-0.03,-8,-12,0,3,0.5,0,-4
O=C(NC1CC1)c1cc2c(s1)-c1ccccc1OC2,-9.7,/,-113,5,-33,-31,0.3,-52,7
CCc1ccc(-n2c(=O)c3ccccc3n(CC(=O)C(C)(C)C)c2=O)cc1,0.7,-0.078,-11,-7,-3,-6,0.5,-4,9
CCn1cc(C(=O)N2CCN(c3ccccc3F)CC2)c(=O)c2ccc(C)nc21,-1.9,-0.64,5,19,2,3,0.3,14,/
O=[N+]([O-])c1cc(/C=N\O)ccc1Oc1ccc(F)cc1,-3.3,-0.81,-6,20,7,2,1.2,8,-69
CC(=O)Nc1ccc(NC(=O)C2CCCN(c3ncccn3)C2)cc1 (stereo not drawn),-1.8,0.47,8,1,0,3,-0.1,10,-1
CC(=O)Nc1c(O)nc(SCC(=O)Nc2nnc(SCc3ccccc3)s2)[nH]c1=O,0.0,-0.69,0,33,-14,-3,4.2,4,4
COc1cc2c(cc1NC(=O)CSc1cccc[n+]1[O-])oc1ccccc12,0.6,-1.6,-1,5,-4,-4,1.6,5,9
CCNc1nc(OCC)nc(N2CCC(Cc3ccccc3)CC2)n1,0.1,-1.5,-10,7,-6,-1,0.3,4,0
CCOC(=O)c1c(-c2ccccc2Cl)cn2ccccc12,-5.3,/,-27,0,-5,1,-0.5,1,-1
O=C(COC(=O)c1c(Cl)cccc1Cl)Nc1ccccc1Br,3.2,-1.6,-5,1,-6,-5,1.6,1,1
C/C(=N\Nc1ccc(Cl)c(C(=O)O)c1)c1ccc[nH]1,-0.2,-0.069,25,16,0,2,-0.7,7,-2
Cc1ccc(CNC(=O)CSc2ccc(-c3ccccn3)nn2)cc1,2.5,-0.22,-9,14,-3,-3,1.5,4,-4
Cc1ccc(-n2ncc3c(=O)[nH]c(SCC(=O)N4CCN(c5ccccc5)CC4)nc32)cc1,-0.5,/,-16,3,1,10,-0.2,15,-6
O=c1cc(C(F)(F)F)nc(-c2cccnc2)[nH]1,1.1,0.23,-3,20,-7,1,0.5,3,-3
CCOc1ccc2nc(C)cc(Nc3cccc([N+](=O)[O-])c3)c2c1,2.1,0.25,-7,5,3,9,0.1,15,7
O=C(CSc1nnc(-c2ccccc2)o1)NC1CCCCC1,0.1,-0.69,-4,0,-7,2,0.7,-5,-7

# Three of these compounds in a different format.
Molecule | TNF necrop inh | Cl transport mod | hK5 inh | Hck-Nef inh | thrombin 1536 | FXIa inh | zVAD death inh | FXIIa inh | Rad51 HR inh
COc1ccc([N+](=O)[O-])cc1NS(=O)(=O)c1ccc(Cl)c(C(=O)Nc2sc3c(c2C#N)CCCCC3)c1 | 0.9 | 0.25 | 12 | 28 | 2 | -3 | -1.5 | 2 | 6
O=C(COC(=O)c1c(Cl)cccc1Cl)Nc1ccccc1Br | 3.2 | -1.6 | -5 | 1 | -6 | -5 | 1.6 | 1 | 1
O=c1cc(C(F)(F)F)nc(-c2cccnc2)[nH]1 | 1.1 | 0.23 | -3 | 20 | -7 | 1 | 0.5 | 3 | -3

# Single records (already shown). Values in the order: TNF necrop inh | Cl transport mod | hK5 inh | Hck-Nef inh | thrombin 1536 | FXIa inh | zVAD death inh | FXIIa inh | Rad51 HR inh
# O=C(CSc1nnc(-c2ccccc2)o1)NC1CCCCC1 is listed with 0.1 | -0.69 | -4 | 0 | -7 | 2 | 0.7 | -5 | -7
# CN(C)CCN1CC(C(=O)O)CC1=O (stereo not drawn) is listed with 0.5 | 0.44 | -2 | 2 | -4 | 3 | -0.1 | 18 | -6
# CCOc1ccccc1OCC(=O)OCC(=O)Nc1ncc(Cl)cc1Cl is listed with -0.4 | -2.1 | 19 | 1 | 5 | -1 | 0.0 | 12 | 4
# O=C(COC(=O)c1c(Cl)cccc1Cl)Nc1ccccc1Br is listed with 3.2 | -1.6 | -5 | 1 | -6 | -5 | 1.6 | 1 | 1
# O=C(O)c1ccc(-c2nc(-c3ccccc3)cs2)cc1 is listed with -0.4 | -1.9 | -6 | 17 | -8 | -3 | 4.0 | 6 | -2

# (continued)
SMILES,TNF necrop inh,Cl transport mod,hK5 inh,Hck-Nef inh,thrombin 1536,FXIa inh,zVAD death inh,FXIIa inh,Rad51 HR inh
[O-]/C(=C(\C(=S)Nc1cccc2ccccc12)[n+]1ccccc1)c1ccc2c(c1)OCCO2,-1.9,/,2,-2,-4,-8,-0.4,-11,1
Cc1cccc(C)c1NC(=O)CN1CCNCC1,-0.5,2.3,0,-18,-4,-8,0.0,0,-1
CC1CCN(C(=O)Cn2ncc3c4ccccc4n(C)c3c2=O)CC1,0.4,-0.12,1,23,-1,0,-0.8,13,-10
COc1ccc(CNC(=O)COC(=O)c2cc(-c3ccc(Cl)s3)nc3ccccc23)cc1,-0.1,0.45,-47,5,-15,-2,0.1,9,/
Cc1ccc2c(C(=O)CN3CCCC3)c(C)[nH]c2c1,-2.7,1.3,-25,2,0,-9,0.1,2,10
CN(c1ccc([N+](=O)[O-])cc1/C=N/NC(=O)COc1ccccc1)C1CCCCC1,1.6,-0.19,-12,4,-9,11,0.2,14,13
C#CCOCCOCCOCCNc1nc(N2CCN(C(=O)C(Cc3cc4ccccc4[nH]3)n3cc(C(N)Cc4ccc(O)cc4)nn3)CC2)nc(N2CCN(C(=O)C(Cc3cc4ccccc4[nH]3)n3cc(C(N)Cc4ccc(O)cc4)nn3)CC2)n1 (stereo not drawn),0.1,0.35,3,-172,1,1,-0.7,9,/
CCOc1ccc(NC(=O)C(Cc2ccccc2)N2C(=O)c3cccc4cccc(c34)C2=O)cc1 (stereo not drawn),0.5,0.041,25,20,1,2,-0.7,10,/
Cc1ccc(/C=C/C(=O)N2CCN(S(=O)(=O)c3ccc(C)c(C)c3)CC2)o1,1.6,-1.1,23,3,13,12,0.5,37,5
N#C/C(=C(\O)C(F)(F)F)c1nnc2n1CCCCC2,0.4,-0.38,-5,-10,-10,-5,2.9,0,1
CCN(CC)C(=O)COc1ccc(-c2ccccc2)cc1,2.7,0.5,-4,-1,3,3,0.1,18,-33
CCc1ccc(N2CC(C(=O)Nc3nccs3)CC2=O)cc1 (stereo not drawn),0.9,-1.1,-6,1,-9,-4,0.3,-14,-7
c1coc(-c2nnc3sc(Cc4cccs4)nn23)c1,-0.8,/,-3,1,1,7,0.0,-2,0
O=C(Nc1ccc2oc(=O)ccc2c1)c1cc([N+](=O)[O-])ccc1N1CCOCC1,-0.7,-0.63,0,17,-3,9,2.0,9,-2
COc1cccc(-c2nc(N)nc(SC)c2C#N)c1,-0.4,0.033,2,8,-7,-19,-0.5,-1,6
CCOC(=O)Nc1cccc(OCC(=O)Nc2ccccc2OC)c1,0.8,-0.36,-4,3,-1,2,0.2,12,-4
COc1cccc(OC)c1OCCCCN1CCCC1,-2.7,-0.73,-4,0,-6,-13,0.2,3,-6
CCOC(=O)CSc1ccc(C(=O)N2CCN(C)CC2)cc1[N+](=O)[O-],0.7,-0.093,2,18,-6,-1,4.0,8,8
COc1ccc(CCNC(=O)C(=O)NCc2cccs2)cc1OC,-2.6,0.21,/,4,-2,1,-0.1,9,/
O=C(CSc1nnc2c(n1)[nH]c1ccccc12)Nc1ccc(N2CCOCC2)cc1,-0.2,-0.96,-1,-9,-17,-2,-0.6,4,/
C=CCSc1nnc(NC(=O)c2ccc(S(=O)(=O)NCC3CCCO3)cc2)s1 (stereo not drawn),-0.9,/,11,0,-4,-5,0.4,8,-5
CCN1CCN(c2ccc(NC(=O)c3ccc4c(c3)[nH]c(=O)n4Cc3ccc(OC)cc3)cc2)CC1,5.2,0.16,-14,8,-4,0,0.8,5,5
O=C(c1cccc(N2CCCC2=O)c1)N1CCOCC1,0.3,-0.68,2,5,2,8,-0.2,5,5
Cc1ccc(NC(=O)N2CCC(c3nc4c(nnn4Cc4c(F)cccc4Cl)c(=O)[nH]3)CC2)cc1,1.2,-0.92,-16,-2,4,4,-0.7,12,8
NC(=O)c1ccc(NC(=O)COC(=O)c2c3c(nc4ccccc24)/C(=C\c2cccs2)CCC3)cc1,-3.9,0.93,-13,17,-4,10,25,17,9
COCCn1c(C)c(C(=O)O)sc1=S,-0.5,/,3,1,-1,6,0.2,14,17
Cc1cc(C)cc(NC(=O)C2CCN(c3nccs3)CC2)c1,4.7,-0.59,-5,23,6,24,0.0,30,9
CCOC(=O)CN1CC23C=CC(O2)C(C(=O)Nc2ccc(C(C)=O)cc2)C3C1=O (stereo not drawn),0.9,-0.34,0,21,-4,1,0.8,8,2
Cc1ccc(C2CC(c3ccccc3OC(F)F)Nc3ncnn32)cc1 (stereo not drawn),-0.5,-0.36,-25,1,13,-2,0.3,-1,3

# Not all compounds are listed; count on the stated rates, not on these rows.
